From PubChem BioAssay
FadD28 binding = blocks FadD28 binding to the bisubstrate probe; hit rate 0.22% among 360,000; fluorescence polarization; AID 588549; inhibition, % at 12.5 µM; in the data active = inhibition above about 8.5%, passing the limit was not always enough
BioA inh = BioA (M. tuberculosis) enzyme inhibition; AID 602481; hit rate 0.096% among 360,000; purified M. tuberculosis BioA enzyme, plate reader; inhibition, % at 9.99 µM; in the data active = inhibition above about 40%
UGM FP inh = inhibitors of M. tuberculosis UDP-galactopyranose mutase; hit rate 0.06% among 320,000; AID 504406; purified UGM, fluorescence polarization probe displacement; P9WIQ1; inhibition, % at 10 µM; in the data active = inhibition above about 10%, passing the limit was not always enough
Target sequence (P9WIQ1 whole entry, looked up): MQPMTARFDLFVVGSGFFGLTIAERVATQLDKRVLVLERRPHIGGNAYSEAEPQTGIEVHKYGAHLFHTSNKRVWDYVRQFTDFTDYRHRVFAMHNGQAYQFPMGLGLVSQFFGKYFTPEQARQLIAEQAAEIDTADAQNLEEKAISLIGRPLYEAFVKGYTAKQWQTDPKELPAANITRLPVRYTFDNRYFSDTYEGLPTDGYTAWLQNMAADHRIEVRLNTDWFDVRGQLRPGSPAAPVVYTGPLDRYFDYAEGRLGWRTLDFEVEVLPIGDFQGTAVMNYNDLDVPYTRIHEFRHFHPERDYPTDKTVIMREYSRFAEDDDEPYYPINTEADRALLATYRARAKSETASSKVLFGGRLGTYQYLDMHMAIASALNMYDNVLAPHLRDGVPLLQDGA
TcdB inh = inhibitors of Clostridioides difficile toxin B glycohydrolase; P18177; TcdB glycohydrolase enzymatic assay, plate reader; inhibition, % at 9.99 µM; hit rate 0.24% among 350,000; AID 652162; in the data active = inhibition above about 10%
GDH-TPI counter = GDH-TPI coupled enzyme inhibition counter-screen. GDH-TPI coupled enzyme counterscreen, NADH absorbance. inhibition, % at 4.8 µM. hit rate 1.2% among 360,000; in the data active = inhibition above about 30%;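 also: 0% = DMSO wells and 100% = wells lacking the enzyme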
Vc quorum ag = inducers of Vibrio cholerae quorum light production without autoinducers. V. cholerae BH1578 lux reporter, luminescence, 6 h. activation, % at 18.7 µM. hit rate 0.16% among 350,000. AID 588436; in the data active = activation mostly above about 9.7%, no sharp cut-off; also: not every result past the cut was called active; inactives centre near 0; reference of the scale not given here
PfHsp40 yeast = compounds rescuing yeast from Plasmodium falciparum HSP40 toxicity | S. cerevisiae expressing PfHsp40, growth rescue, ATP luminescence | growth rescue, % at 12.5 µM | hit rate 0.68% among 340,000; in the data active = growth rescue above about 28%, passing the limit was not always enough;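 also: yeast W303a lacking pdr1 and pdr3 grown in galactose medium; growth measured after three days at 30 °C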
Y pestis TopoI = Y. pestis Topo-I inhibition via cleavage products. Y. pestis Topo-I cleavage product accumulation, plate reader. activity, % at 10 µM. hit rate 0.064% among 360,000. AID 504884; in the data active = activity above about 50%, passing the limit was not always enough; also: inactives centre near 2
FBA Mtb inh = inhibitors of M. tuberculosis fructose-bisphosphate aldolase; purified M. tuberculosis FBA, fluorescence read-out; P9WQA3; inhibition, % at 1 µM; hit rate 2.3% among 360,000; AID 588726; in the data active = inhibition above about 27%;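 also: 0% = vehicle and 100% = reference inhibitor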
Target sequence (P9WQA3 whole entry, looked up): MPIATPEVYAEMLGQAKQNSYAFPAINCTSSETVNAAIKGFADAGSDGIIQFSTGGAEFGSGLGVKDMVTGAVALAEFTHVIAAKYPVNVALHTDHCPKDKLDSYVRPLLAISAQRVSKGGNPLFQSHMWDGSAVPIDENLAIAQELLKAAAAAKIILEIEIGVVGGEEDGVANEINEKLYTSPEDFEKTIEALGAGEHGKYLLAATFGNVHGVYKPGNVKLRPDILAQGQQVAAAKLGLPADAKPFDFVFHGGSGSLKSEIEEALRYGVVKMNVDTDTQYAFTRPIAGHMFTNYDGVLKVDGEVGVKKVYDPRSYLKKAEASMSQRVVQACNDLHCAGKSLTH
* marks the source's active call; other numbers are inactive results; i = inactive; x = no result given. Not a hit list; any-hit rate near 4.6%.

SMILES | FadD28 binding | BioA inh | UGM FP inh | TcdB inh | GDH-TPI counter | Vc quorum ag | PfHsp40 yeast | Y pestis TopoI | FBA Mtb inh
O=C(/C=C/c1ccccc1Cl)c1ccc[nH]1 | -3.8 | x | -4.0 | 0.1 | 24.5 | -0.2 | 11.7 | 11.6 | -2.2
CCn1c(SCC(=O)c2ccc3c(c2)OCCO3)nnc1C(C)C | -2.2 | -1.1 | 2.9 | x | 10.8 | -1.3 | 1.7 | 2.7 | -2.7
COc1ccccc1NC(=O)c1cc2n(n1)C(C(F)(F)F)CC(c1ccc3c(c1)OCO3)N2 (centres undefined) | 0.2 | x | -0.5 | x | 8.6 | 0.6 | -0.1 | 10.7 | -1.8
C#Cc1ccc([C@@H]2C=C(C(=O)N3CCN(Cc4ccccc4)CC3)O[C@H](OCC)[C@H]2CCCO)cc1 | -4.6 | -1.3 | -1.3 | -6.4 | 7.2 | -0.6 | -2.3 | 39.5 | -2.1
O=c1[nH]c2ccccc2n1C1CCCCC1 | -0.4 | -0.1 | -1.4 | x | 11.2 | -3.3 | -1.3 | 2.2 | 1.6
Cc1ccc(NC(=O)CSc2nnc(NC(=O)CN3CCOCC3)s2)cc1 | -2.6 | -1.9 | 1.7 | x | 10.2 | -5.9 | 0.5 | 7.9 | 0.1
N#CCN1CCN(c2ccc(C(F)(F)F)cc2)CC1 | -3.4 | -1.5 | 1.2 | x | 1.1 | 0.0 | -0.4 | -1.9 | -1.7
O=C(Nc1ccccc1F)c1ccc2ncsc2c1 | -0.8 | 18.3 | 2.8 | 0.2 | 1.4 | i | 4.7 | -6.4 | 3.5
CCc1nc(-n2[nH]c(=O)c3ccccc3c2=O)c2c3c(sc2n1)CCCC3 | -3.4 | 0.3 | 1.3 | x | -11.9 | i | -1.5 | 23.9 | -15.7
O=C(/C=C/c1ccc(S(=O)(=O)N2CCOCC2)cc1)N1CCN(c2ccc(F)cc2)CC1 | -1.0 | x | 0.9 | 0.4 | 1.3 | -0.5 | 0.1 | 19.6 | -0.7
Cc1nnn(C23CC4CC(CC(C(=O)NN)(C4)C2)C3)n1 | -3.2 | x | -3.0 | x | -1.1 | -0.4 | -0.1 | 11.6 | -2.3
O=C(O)c1ccc2c(c1)C(=O)N(CCCCCCCN1C(=O)c3ccc(C(=O)O)cc3C1=O)C2=O | -4.1 | 2.9 | 0.9 | -1.8 | 1.5 | -0.3 | -0.3 | 10.1 | -0.8
CC(OC(=O)CCc1nc2ccccc2c(=O)[nH]1)C(=O)NC1CCCC1 (centres undefined) | 2.0 | x | 0.6 | 1.3 | -3.0 | -0.2 | 2.0 | 3.7 | -4.8
COc1ccc(/C=N/OCC(=O)NC(c2ccccc2)c2ccccc2)cc1OC | 0.2 | x | -2.5 | 0.7 | -0.7 | -0.3 | 0.7 | 37.5 | 0.6
O=C1N(Cc2cccc(Cl)c2)C[C@@H]2C[C@@H](c3cccn3-c3nccs3)N3CCC[C@@]123 | -0.7 | x | 0.2 | 0.6 | 3.9 | i | 0.8 | 30.0 | 0.8
O=C(O)c1cc2n(n1)CCN(Cc1ccccc1Cl)C2=O | -1.5 | x | -1.9 | 0.3 | 5.5 | -1.8 | -1.0 | 2.0 | 1.8
O=C1c2cccnc2C(O)N1C1CCCCC1 (centres undefined) | 0.4 | -3.2 | 6.6 | -0.2 | -6.8 | -0.2 | -0.9 | -4.2 | -3.5
O=C(CP(=O)(c1ccccc1)c1ccccc1)Nc1cccc(CP(=O)(c2ccccc2)c2ccccc2)c1 | -1.0 | x | 2.6 | -1.3 | 5.6 | -0.4 | -0.2 | 37.1 | 1.8
Cc1ccccc1NC1=C(C(=O)c2ccccc2)N(C)S(=O)(=O)c2ccccc21 | -1.5 | -1.4 | -2.9 | x | 8.4 | 11.1 | 0.5 | 0.7 | -8.3
COCCNCC(=O)N1c2ccccc2Sc2ccccc21 | 1.2 | -1.7 | -0.3 | 0.4 | 1.5 | -0.4 | -1.5 | -1.0 | 5.3
O=C(Nc1ccccc1Cl)OCc1cncs1 | 0.1 | 1.8 | -0.2 | 2.2 | -4.7 | -0.9 | -1.2 | -0.4 | 1.6
CCN(c1ccccc1)S(=O)(=O)c1c[nH]c2ccc([N+](=O)[O-])cc12 | -8.7 | 3.5 | 1.0 | -1.1 | 3.5 | i | -0.6 | -7.2 | -0.4
COc1cccc(N2C(=O)C3CCCN3C2c2ccc(N(C)C)cc2)c1 (centres undefined) | -2.9 | -2.0 | 0.2 | 0.8 | 21.8 | -0.3 | -1.2 | 2.7 | -2.3
O=C(COC(=O)CSc1ccccc1)NC1CCS(=O)(=O)C1 (centres undefined) | -0.2 | 0.3 | x | 1.4 | 4.4 | i | x | 0.0 | 1.9
CN(C)CCC(O)(c1ccccc1)c1ccccc1Cl (centres undefined) | -3.0 | x | x | -1.1 | -6.9 | i | 0.4 | -0.1 | -0.4
CCN(C[C@H]1N[C@@](Cc2ccccc2)(C(=O)OC)[C@H]2C(=O)N(C)C(=O)[C@@H]12)C(=O)COc1ccccc1 | -1.0 | 0.1 | x | 0.6 | 1.8 | i | 0.7 | 8.8 | 1.4
O=c1[nH]c2cc([N+](=O)[O-])cc(Cl)c2c2ccccc12 | 0.3 | -0.9 | x | -1.4 | 8.0 | -0.7 | x | -11.5 | -0.1
COc1nc(OCCNC(C)=O)nc(N(C)C)n1 | -2.4 | -1.3 | -0.6 | x | -4.0 | -0.4 | 1.1 | -0.4 | 0.7
O=C(Nc1cccc2cccnc12)c1ccc(Cl)cc1Cl | x | 1.6 | 2.2 | 1.3 | -7.1 | i | 0.4 | 8.2 | 2.6
CCOC(=O)C1(C)CCCN(C(=O)CCc2ccccc2)C1 (centres undefined) | 0.1 | -0.1 | x | 1.4 | 5.3 | 0.0 | x | -1.4 | -3.8
CC(C)(C)c1ccc(C(=O)NNc2ccc(F)cc2F)cc1 | -3.3 | -0.2 | -4.0 | 0.3 | 3.4 | -0.4 | 12.5 | -5.0 | -5.6
Cn1c(-c2c(N)n(CCCc3ccccc3)c3nc4ccccc4nc23)nc2ccccc21 | -2.7 | 0.5 | x | 0.4 | 26.4 | i | -1.4 | 3.3 | 6.6
COc1cc(C(C#N)N2CCC(c3ccccc3)=N2)ccc1O (centres undefined) | -2.5 | -0.3 | 2.0 | 2.2 | 36.2* | -0.7 | -0.3 | 9.0 | 0.5
CCn1ccnc1CN(C)Cc1c(C(=O)N2CCCCCCC2)nc2ccc(Cl)cn12 | x | -0.3 | 2.4 | 1.4 | 4.5 | -0.3 | 0.3 | 20.5 | 0.2
Cc1ccnc(SCC(=O)NC2CCCCCC2)n1 | -3.7 | 0.4 | 1.5 | -1.0 | 6.0 | -1.7 | -0.1 | 2.8 | 0.3
CC(C)(C)C1CCC(C(=O)NCCc2ccc(S(N)(=O)=O)cc2)CC1 (centres undefined) | -3.4 | -0.1 | 0.3 | 1.5 | -5.9 | -0.3 | 0.7 | -1.6 | -0.2
CC(C)(C)SCCSC1=CC(=O)CC(c2ccccc2)C1 (centres undefined) | -0.3 | 2.3 | 1.8 | -0.2 | -3.0 | 1.1 | 1.6 | 2.2 | -0.2
Cc1c(Nc2nc(-c3ccc(Cl)cc3)cs2)c(=O)n(-c2ccccc2)n1C | 0.2 | 2.8 | 1.6 | x | -5.9 | -0.5 | 0.4 | 8.9 | 0.2
COc1cccc(CN2CC(C(=O)N3CCOCC3)CCC2=O)c1 (centres undefined) | -0.7 | -0.8 | 0.3 | 1.6 | 0.4 | 7.1 | -0.7 | -2.1 | -1.4
COc1cc(C(=O)OCC(=O)Nc2cc(C)on2)ccc1OCc1ccccc1Cl | -0.7 | -2.6 | -0.6 | x | 0.6 | -0.4 | 0.2 | -4.8 | -1.7
O=C(c1ccc2c(=O)n3c(nc2c1)CCC3)N1CCN(S(=O)(=O)c2ccccc2Br)CC1 | -3.7 | 0.7 | x | 0.6 | 7.6 | -0.3 | -0.8 | 18.4 | -0.9
Cc1ccc(CNC(=O)CSc2nnc3n2CCCCC3)cc1 | 0.6 | 1.0 | 4.5 | 0.3 | -1.3 | -0.3 | -2.1 | 7.4 | 1.7
O=C(NCc1cccc(C(F)(F)F)c1)C1CC(c2ccc(C(F)(F)F)cc2)=NO1 (centres undefined) | -3.8 | -0.5 | -3.3 | 1.3 | 9.9 | -1.2 | 2.1 | -1.6 | -0.8
COc1ccccc1NC(=S)NCCc1ccc(S(N)(=O)=O)cc1 | -3.7 | 0.7 | 4.5 | -1.9 | 0.3 | -0.3 | 0.0 | 4.3 | 0.7
COC(=O)c1ccccc1NC(=O)COC(=O)c1ccco1 | -1.1 | 0.2 | 0.1 | x | 0.6 | -1.7 | -0.1 | -4.8 | 6.8
CCc1c(C)nc(N2CCN(c3ccccc3F)CC2)[nH]c1=O | 1.2 | -0.9 | 2.6 | 1.3 | 2.4 | -0.3 | -0.7 | -1.1 | 3.9
O=C(Cc1ccc([N+](=O)[O-])cc1)Nc1cccc(C(F)(F)F)c1 | -2.9 | x | 3.6 | 1.0 | -1.6 | -2.9 | -1.0 | -7.4 | 3.9
COc1cc2c(cc1OC)CN(C(=O)CSc1ccccc1C)CC2 | -1.5 | 13.0 | 0.3 | 0.7 | 11.7 | -1.3 | -0.6 | 12.8 | 3.9
COc1ccc(OC)c(N/C(C)=C/C(=O)c2ccncc2)c1 | -3.5 | -0.2 | 7.2 | 1.0 | 12.7 | -0.8 | -0.4 | 7.7 | -2.5
Cc1ccnc(NCn2nnc3ccccc32)c1 | -0.1 | -0.9 | -0.7 | x | 9.0 | 10.0 | 0.3 | 6.5 | 0.5
O=C(NC1CCCC1)c1cc(COc2ccc3ncccc3c2)on1 | -0.1 | x | -1.5 | x | 1.3 | i | 0.4 | -5.6 | 7.6
COCCCNC(=S)N/N=C/c1ccc(O)cc1O | 0.1 | 0.4 | 1.1 | 1.3 | 33.2* | 3.8 | -0.1 | -9.6 | 2.1
C=C1CCC2[C@](C)(CO)[C@H](O)CC[C@@]2(C)[C@@H]1C/C=C1\C(=O)OC[C@H]1O (some centres undefined) | -0.9 | 1.1 | 0.4 | 6.2 | 10.8 | -0.4 | -0.1 | -0.3 | 3.1
Cc1ccc(S(=O)(=O)N2CCC(C(=O)OCC(=O)N(C)C3CCS(=O)(=O)C3)CC2)cc1C (centres undefined) | 0.4 | 1.2 | -2.9 | 0.7 | 9.1 | i | 0.1 | 8.0 | 3.4
Cn1nccc1C(=O)Nc1ccc2c(c1)OCCO2 | 1.1 | x | -0.3 | 1.0 | -2.0 | i | -0.1 | -2.6 | -1.6
COc1ccccc1OCCC(=O)OCC(=O)NCc1ccc(Cl)cc1 | 0.1 | x | -2.5 | -0.4 | 2.2 | -0.4 | 0.0 | 21.2 | 1.7
COc1ccc(CN2C(=O)CCC2(C)C(=O)NC2CCCC2)c(OC)c1 (centres undefined) | -0.9 | -2.4 | -3.2 | 0.5 | -19.7 | -0.1 | 1.0 | 1.0 | 2.7
Cc1onc(-c2ccccc2Cl)c1C(=O)NC1CCCCCC1 | x | -0.3 | 0.7 | 0.7 | 14.5 | i | -2.3 | 4.0 | -0.9
O=S(=O)(NCc1ccncc1)c1ccc(F)c(F)c1 | -1.5 | -0.7 | x | -1.1 | 4.8 | i | x | 0.7 | -1.9
O=C(O)c1cccnc1SCc1cccc(Br)c1 | -0.7 | -2.2 | 0.9 | 2.3 | -4.4 | 1.4 | -0.7 | 4.0 | 0.0
CCCCCCC(C)n1cc(C(C)=O)c(=O)[nH]c1=O (centres undefined) | -1.2 | -0.8 | -3.0 | x | -1.4 | -0.4 | 1.6 | -0.1 | -2.3

3 entries from above in a different format:
> O=C(NC1CCCC1)c1cc(COc2ccc3ncccc3c2)on1
  FadD28 binding = -0.1	BioA inh = x	UGM FP inh = -1.5	TcdB inh = x	GDH-TPI counter = 1.3	Vc quorum ag = i	PfHsp40 yeast = 0.4	Y pestis TopoI = -5.6	FBA Mtb inh = 7.6

> COCCCNC(=S)N/N=C/c1ccc(O)cc1O
  FadD28 binding = 0.1	BioA inh = 0.4	UGM FP inh = 1.1	TcdB inh = 1.3	GDH-TPI counter = 33.2*	Vc quorum ag = 3.8	PfHsp40 yeast = -0.1	Y pestis TopoI = -9.6	FBA Mtb inh = 2.1

> C=C1CCC2[C@](C)(CO)[C@H](O)CC[C@@]2(C)[C@@H]1C/C=C1\C(=O)OC[C@H]1O (some centres undefined)
  FadD28 binding = -0.9	BioA inh = 1.1	UGM FP inh = 0.4	TcdB inh = 6.2	GDH-TPI counter = 10.8	Vc quorum ag = -0.4	PfHsp40 yeast = -0.1	Y pestis TopoI = -0.3	FBA Mtb inh = 3.1
